Screens as filed in PubChem BioAssay.
LDHA inh: LDHA (human) enzyme inhibition. P00338. purified LDHA, NADH/diaphorase-resazurin fluorescence; stronger effect = lower value. activity change, % (values are at about 110 or 230 µM). hit rate 0.15% among 480,000. AID 1347041; in the data active = activity change below about -30%; inconclusive = mostly about -25% to -30%;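 note: plate controls were DMSO wells for no effect and wells without enzyme for full effect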
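LDH5 2 nM; NADH 0.06 mM, pyruvate 0.2 mM; 200 mM Tris pH 7.4, EDTA, Tween-20; 5 min RT. Detection: diaphorase 0.133 mg/mL + resazurin 37 µM, fluorescence ex540/em590 at 0 and 20 min; normalized to enzyme-free and DMSO wells.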
Vif-APOBEC3F blk: Vif-A3F binding inhibition. HeLa A3F-eYFP + Vif (tagged APOBEC3F with the HIV-1 protein that degrades it), YFP fluorescence increase. hit rate 0.2% among 390,000. Potency, µM (titrated, usually from 46.1 µM), inactives show at the highest dose activity, negative = active; note: potency is the fitted concentration of half-maximal effect; % of control where 0% means no effect; nearly all actives have a fitted effect of over 65% in size
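HeLa cells stably expressing A3F-eYFP plus Vif, plated and incubated overnight at 37 deg C, then exposed to compounds overnight at 37 deg C. Blocked degradation read as raised yellow fluorescence (Ex 488/Em 500-530).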
PI4K2A block: inhibitors of human PI4K2A; Q9BTU6; purified PI4K2A, ADP-Glo luminescence, 1 h; stronger effect = lower value; activity change, negative = inhibition, % at 76.9 µM; hit rate 0.13% among 420,000; AID 1346378; in the data active = activity change below about -50%; inconclusive = mostly about -30% to -49%;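 note: -100% = wells without enzyme as full effect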
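Compounds are screened against recombinant PI4K2A using PI as substrate and ATP, the latter dispensed at 300 microM. Reactions run one hour at ambient temperature before ADP-Glo detection; full inhibition defined by wells lacking enzyme.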
Glioma ERSR ind: induces the endoplasmic reticulum stress response in human glioma cells; U87-MG GRP78 promoter luciferase reporter, 16 h; AID 602332; hit rate 0.02% among 420,000; Potency, µM, inactives show at the top dose activation, actives largely listed as activators; note: potency is the fitted concentration of half-maximal effect; series mostly up to about 76 µM; % of control where 0% means no effect; nearly all actives have a fitted effect of over 35% in size
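ERSR induction read as luciferase luminescence (Bright-Glo, 10 min at room temperature) in stably transfected human U87-MG glioma cells exposed to compounds for 16 h, using GRP78 as sensor.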
TrxR1 substrate: rat thioredoxin reductase 1 substrate activity; O89049; purified TrxR1 substrate turnover, NADPH consumption readout; Potency, µM (highest dose often 114 µM), without a hit: at the highest dose activity change, negative = substrate turnover; hit rate 0.01% among 390,000; AID 588456; note: potency is the fitted concentration of half-maximal effect; % is set by controls: 0 for no effect and ±100 for the full control effect; nearly all actives have a fitted effect of over 50% in size
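Rat TrxR1, dispensed at 90 nM, was prereduced with 400 uM NADPH (final) for 5 min at ~22 deg C, then incubated with compound 15 min before 400 uM selenite. A first-read NADPH fluorescence drop versus no-compound background flagged substrates.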
Vif-APOBEC3G blk: inhibitors of Vif-APOBEC3G interaction | HeLa A3G-eYFP + Vif (tagged APOBEC3G with the HIV-1 protein that degrades it), YFP fluorescence, overnight | Potency, µM (series often up to 46.1 µM), for inactives: top-dose activity, negative = active, hits mostly inhibitors | hit rate 0.076% among 410,000;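 note: potency is the fitted concentration of half-maximal effect; % is set by controls: 0 for no effect and ±100 for the full control effect; nearly all actives have a fitted effect of over 60% in size; hits raise eYFP signal because A3G escapes Vif-driven loss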
Target sequence (Q9HC16 whole entry, looked up): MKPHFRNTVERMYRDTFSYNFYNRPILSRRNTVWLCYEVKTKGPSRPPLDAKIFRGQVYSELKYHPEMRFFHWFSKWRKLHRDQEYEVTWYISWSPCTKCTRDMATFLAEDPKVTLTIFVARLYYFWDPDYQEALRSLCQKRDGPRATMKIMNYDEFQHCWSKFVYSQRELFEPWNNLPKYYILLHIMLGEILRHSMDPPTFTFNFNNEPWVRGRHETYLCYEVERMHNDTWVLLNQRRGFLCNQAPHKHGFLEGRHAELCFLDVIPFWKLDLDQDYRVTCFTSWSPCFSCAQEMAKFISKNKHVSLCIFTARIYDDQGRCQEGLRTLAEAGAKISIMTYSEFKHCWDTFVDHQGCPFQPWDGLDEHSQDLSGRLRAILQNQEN
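Read-out is eYFP fluorescence (Ex 488/Em 500-530) from Vif-expressing HeLa A3G-eYFP cells; more signal means A3G escaped Vif-mediated degradation. Cells plated overnight, compound pinned in, incubated overnight at 37 deg C.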
USP1 inh: USP1/UAF1 (human) deubiquitinase inhibition | hit rate 0.23% among 390,000 | recombinant USP1/UAF1, Ub-Rhodamine cleavage fluorescence | O94782 | AID 743255 | Potency, µM (series often up to 57.1 µM), inactives show at the top dose activity change, negative = inhibition, actives largely listed as inhibitors; note: potency is the fitted concentration of half-maximal effect; % is set by controls: 0 for no effect and ±100 for the full control effect; nearly all actives have a fitted effect of over 60% in size; inactives centre near -12
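High-throughput fluorogenic screen: 1nM USP1/UAF1 complex, Ub-Rho substrate 150nM final, 50mM HEPES pH 7.8 with 0.5mM EDTA, 0.1 mg/ml BSA, 1mM TCEP and 0.01% Tween-20.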
IDH1 R132H inh: human IDH1 R132H inhibition. hit rate 0.093% among 390,000. O75874. Potency, µM (doses to about 76.6 µM), without a hit: at the top dose activity change, negative = inhibition, actives largely listed as inhibitors. AID 602179. IDH1-R132H enzyme, NADPH consumption, diaphorase/resazurin fluorescence; note: potency is the fitted concentration of half-maximal effect; % is set by controls: 0 for no effect and ±100 for the full control effect; nearly all actives have a fitted effect of over 65% in size
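IDH1-R132H (0.5 ug/mL) preincubated 30 min with compound, then NADPH (0.016 mM) and alpha-KG (2 mM) added; 80 min at RT, pH 7.5. Remaining NADPH coupled via diaphorase/resazurin to fluorescence (540/590 nm); concentration-response curves normalized to no-enzyme control.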
RXFP1 agonist: agonists of human relaxin receptor RXFP1. hit rate 0.3% among 370,000. Potency, µM (titrated, usually from 57.5 µM), inactives show top-dose activation, actives largely listed as activators. HEK293T-RXFP1 cAMP TR-FRET, 30 min; response scale: percent of porcine relaxin response, buffer zero; note: potency is the fitted concentration of half-maximal effect; % is set by controls: 0 for no effect and ±100 for the full control effect; nearly all actives have a fitted effect of over 60% in size; many of its hits are not listed in these tables
Target sequence (Q9HBX9 whole entry, looked up): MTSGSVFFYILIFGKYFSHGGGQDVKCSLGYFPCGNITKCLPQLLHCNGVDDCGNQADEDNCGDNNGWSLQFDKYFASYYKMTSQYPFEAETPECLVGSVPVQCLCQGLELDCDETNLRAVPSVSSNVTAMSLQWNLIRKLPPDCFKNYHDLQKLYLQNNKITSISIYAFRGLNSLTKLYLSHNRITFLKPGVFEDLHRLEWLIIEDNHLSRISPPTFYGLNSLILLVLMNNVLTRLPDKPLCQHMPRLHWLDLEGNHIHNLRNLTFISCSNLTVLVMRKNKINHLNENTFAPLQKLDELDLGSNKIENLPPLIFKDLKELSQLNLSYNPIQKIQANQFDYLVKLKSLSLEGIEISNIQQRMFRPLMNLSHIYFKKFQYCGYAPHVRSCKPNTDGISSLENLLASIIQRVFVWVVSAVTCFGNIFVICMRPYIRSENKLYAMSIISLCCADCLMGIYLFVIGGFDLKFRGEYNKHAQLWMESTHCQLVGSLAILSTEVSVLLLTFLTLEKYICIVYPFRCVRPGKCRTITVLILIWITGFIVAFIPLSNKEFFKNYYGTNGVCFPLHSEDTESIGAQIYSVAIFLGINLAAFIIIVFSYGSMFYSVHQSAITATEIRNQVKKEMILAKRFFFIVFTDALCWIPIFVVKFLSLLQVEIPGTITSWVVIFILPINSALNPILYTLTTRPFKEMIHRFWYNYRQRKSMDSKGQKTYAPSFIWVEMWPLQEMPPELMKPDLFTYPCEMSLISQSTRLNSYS
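Agonist response is measured as cAMP accumulation in an RXFP1-transfected HEK293T line under PDE4 inhibition. Values are scaled between buffer-only and 29 nM porcine relaxin, and EC50s come from standard Hill equation fits.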
* = called active by the depositor; ? = inconclusive; . = no result given; & = joins results of further samples; [ ] = dose if it differs, or a comment. Unless noted, calls come from the whole dose curve; as a rule, active = well fitted curve in the direction sought with a large enough effect; inconclusive = small, poorly fitted or top-dose-only effect, or another doubt; inactive = no such curve, though single readings can be large; an effect the other way counts as inactive or inconclusive.

SMILES	LDHA inh	Vif-APOBEC3F blk	PI4K2A block	Glioma ERSR ind	TrxR1 substrate	Vif-APOBEC3G blk	USP1 inh	IDH1 R132H inh	RXFP1 agonist
Cc1cc2c3c(ccc(C)c3n1)N=CN2c1ccccc1	-7	0%	9	-5%	30%[activator][57.1 µM]	2%	-10%	4%	5.0%
COc1cccc(C2C(C#N)=C(N)Oc3cc(C)n(Cc4ccco4)c(=O)c32)c1 (stereo not drawn)	-4	3%	-5	-3%	0%	-6%	-10%	-1%	0.2%
COc1ccc(NC(=O)CN2CCc3ccccc3C2)cc1	-11	1%	-1	0%	10%	-1%	-14%	19%	.
Cc1cccc(NC(=O)C2C(c3ccccc3)C2(Cl)Cl)c1 (stereo not drawn)	-3	0%	-4	-1%	-3%	1%	-16%	0%	0.6%
COCCN(C(=S)Nc1c(C)cc(C)cc1C)C(C)c1cccnc1 (stereo not drawn)	-3	-13%	-3	-4%	-5%	0%	-21%	-2%	-0.9%
CCOP(=O)(OCC)/C(C#N)=C/c1ccc([N+](=O)[O-])cc1	3	0%	23	-1%	-12%	-1%	-13%	0%	1.6%
CCn1nnnc1SCC(=O)N1c2ccccc2CCc2ccccc21	-1	-14%	7	-3%	2%	-1%	-4%	5%	1.3%
CC(=O)c1cnc2cc(-c3cccc(Br)c3)nn2c1C	-10	16%	2	0%	14%	-10%	-22%	17%	?
O=C(Nc1ccc(F)c([N+](=O)[O-])c1)c1ccc2c(c1)OCCO2	-13	-11%	-2	5%	5%[57.1 µM]	6%	-4%	6%	0.9%
CCOc1ccc(CN2CCN(C3CCC3)CC2CCO)cc1 (stereo not drawn)	-3	4%	4	-3%	-1%	1%	5%	8%	-0.7%
COc1cc(NC(=O)C2=C(C)OCCS2)c(Cl)cc1C(=O)NCCN1CCN(C)CC1	-4	0%	1	-5%	-5%	0%	-13%	-3%	-0.3%
Cc1cc(OCC(=O)NC2CCCCC2)ccc1Cl	-2	2%	-3	-1%	0%	-8%	-8%	0%	-0.3%
Cc1ccc(CNC(=O)c2ccc(N3CCCC3)c(NC(=O)Nc3ccc(F)c(Cl)c3)c2)cc1	-5	5%	0	-2%	7%[57.1 µM]	0%	?	-16%	-0.1%
COc1ccc(CCNC(=O)CSc2nnc3ccc(-c4cccnc4)nn23)cc1OC	2	1%	0	-5%	-14%	-5%	-1%	12%	10%
Cc1c(N2C(=O)CS/C2=N\N=C\c2ccc(Br)cc2)c(=O)n(-c2ccccc2)n1C	-10	-6%	-10	1%	-7%	-6%	-25%	0%	1.1%
CC(NC(=O)Cc1ccc(NC2=NC3CS(=O)(=O)CC3S2)cc1)c1ccccc1 (stereo not drawn)	-3	-8%	-10	-4%	2%[57.1 µM]	2%	5%	-5%	1.8%
CC(C)CC(=O)NC(=S)Nc1sc2c(c1C(N)=O)CCC2	2	-17%	1	6%	-14%[57.1 µM]	0%	-20%	9%	?
CCOc1ccc(OCCCCOc2ccccc2C(C)=O)cc1	-4	-2%	-2	-7%	-4%	-2%	-28%	8%	4.3%
Cc1ccc(N2C(=O)c3ccc(C(=O)N4CCOCC4)cc3C2=O)cc1C	-9	2%	-7	-3%	2%	-4%	-2%	6%	-0.9%
CCN(CC)C(=O)C1CCCN(C(=O)Nc2ccc3nsnc3c2)C1 (stereo not drawn)	25	0%	?	6%	47%[activator]	-18%	?	12%	11%
O=C(C[C@H]1C(=O)N(CCc2ccccc2)C[C@@H]1Cc1ccccc1)Nc1ccc(Br)cc1	1	4%	0	-3%	.	2%	-28%	11%	.
CCOC(=O)c1sc(N2C(=O)C(O)=C(C(=O)c3ccco3)C2c2ccco2)nc1C (stereo not drawn)	9	4%	-13	-1%	-9%	-3%	-6%	8%	25%
Cc1cccc(C2(c3cccc(C)c3)OC(=O)c3ccccc32)c1	-4	0%	0	-7%	9%	1%	-22%	-8%	0.0%
CCOc1cccc(C(=O)Nc2ccc3ccccc3c2)c1	-2	6%	-1	-6%	-1%	1%	-24%	-5%	0.2%
CCCCn1c(N)c(N(CC)C(=O)c2cc(S(=O)(=O)N3CCCCCC3)ccc2OC)c(=O)[nH]c1=O	0	9%	2	-4%	-4%	1%	-5%	4%	0.1%

Single entries from the results shown.
Under LDHA inh, CC(C)CC(=O)NC(=S)Nc1sc2c(c1C(N)=O)CCC2 has the entry 2
Under IDH1 R132H inh, Cc1cc(OCC(=O)NC2CCCCC2)ccc1Cl has the entry 0%

(cont.)
SMILES	LDHA inh	Vif-APOBEC3F blk	PI4K2A block	Glioma ERSR ind	TrxR1 substrate	Vif-APOBEC3G blk	USP1 inh	IDH1 R132H inh	RXFP1 agonist
O=C(CN1C(=O)CCc2cc(S(=O)(=O)N3CCOCC3)ccc21)NCc1ccc(Cl)cc1	0	1%	-3	5%	6%[57.1 µM]	4%	-9%	17%	0.4%
O=C(NCCOc1ccccc1)c1ccccc1Cl	-5	-22%	1	-10%	12%[57.1 µM]	-1%	-14%	16%	1.1%
COc1ccc(NC(=O)Nc2c(C)n(C)n(-c3ccccc3)c2=O)cc1	1	1%	0	1%	1%	-1%	-24%	11%	1.3%
Brc1ccc(-c2ccc(CNCCSc3nnnn3-c3ccccc3)o2)cc1	2	3%	-2	13%	-2%	-2%	-25%	2%	14µM*
Cc1ccccc1CNC(=O)Nc1ccc(Cl)cc1	-6	-2%	1	3%	-2%	1%	-9%	-4%	1.5%
COc1ccccc1NC(=O)COC(=O)COc1cccc2c1OC(C)(C)C2	-4	4%	0	-5%	3%[57.1 µM]	-6%	-21%	-8%	1.0%
CCC1(c2ccccc2)NC(=O)N(CC(=O)N2CCc3ccccc32)C1=O (stereo not drawn)	-3	-2%	-2	-2%	-3%	-29%	-24%	3%	.
NC1=NC(=O)/C(=C/c2cccs2)S1	-8	3%	-2	6%	-2%[57.1 µM]	1%	-19%	1%	-5.8%
O=C(Nc1cccc(Cl)c1)C1CCCN1S(=O)(=O)c1cccc2cccnc12 (stereo not drawn)	1	0%	0	-2%	3%	2%	-23%	19%	-1.3%
COc1cccc(C(=O)n2c(SC)nc3cc4c(cc32)OCCO4)c1	-2	-8%	20	3%	4%	2%	-15%	6%	3.7%
Cc1[nH][nH]c(=O)c1C(c1ccc(O)c(Br)c1)c1c(C)[nH][nH]c1=O	6	7%	-7	-3%	7%[57.1 µM]	-15%	-8%	-1%	-0.4%
CCOc1ccc(-c2nnc(-c3ccccc3)n2-c2ccccc2)cc1	-12	1%	-3	3%	2%	1%	-21%	-7%	0.0%
Cc1ccc(OCC(=O)Nc2ccc(C(=O)OCc3cc(=O)n4ccsc4n3)cc2)cc1C	-10	-5%	-1	-4%	-1%[57.1 µM]	-1%	1%	1%	-2.0%
COc1ccc(OC)c(CCNC(=O)CC2Oc3ccc(C)cc3NC2=O)c1 (stereo not drawn)	0	-6%	0	-7%	-1%	-4%	?	12%	0.6%
CC(C(=O)Nc1ccccc1)N1C(=O)c2ccccc2C1=O (stereo not drawn)	0	7%	-3	-3%	-1%	3%	-13%	6%	0.5%
COc1cccc(C(C(=O)NC2CCCC2)N(C(=O)c2csnn2)C2CC2)c1 (stereo not drawn)	-9	0%	2	-5%	-3%[57.1 µM]	-1%	-17%	0%	0.3%
CCCSc1nc2sc3c(c2c(=O)n1-c1cccc(Br)c1)CC(C)(C)OC3	-3	4%	3	-3%	6%	0%	-9%	-14%	5.1%
N=c1n(CCCOc2ccc(Br)cc2)c2ccccc2n1CC(N)=O	-1	-3%	-4	-10%	0%	2%	-19%	10%	-0.2%
C[C@H]1CN=C(N(C)C)N1CCC1CCCC1	-9	-2%	-5	-1%	6%	2%	-6%	7%	2.5%
Cc1ccc(-n2nc3c(c2NC(=O)c2cccs2)CSC3)cc1	-2	-6%	-14	-2%	3%	2%	-19%	-4%	3.1%
CCOc1ccc(C(O)c2nccn2C)cc1 (stereo not drawn)	1	-7%	-2	-5%	-6%[57.1 µM]	1%	4%	-3%	-1.2%
CC(C)CC(=O)NCC1(N(C)C)CCCCC1	1	0%	1	-5%	2%	0%	-10%	10%	1.1%
Cc1ccc(C)c(-n2cc[nH]c2=S)c1	-5	1%	-8	-3%	4%[57.1 µM]	1%	-7%	-3%	1.4%
Cc1cc(C)c(S(=O)(=O)NCC(c2ccco2)N2CCOCC2)c(C)c1 (stereo not drawn)	1	-1%	-1	-2%	-4%[57.1 µM]	0%	-14%	-14%	1.0%
c1ccc(-c2nnc(CN3CCN(c4ccccc4)CC3)o2)cc1	2&-6	-11%&1%	-8&-3	-3%&0%	8%[57.1 µM]	-2%&0%	-27%&-4%	5%&-2%	1.5%&0.3%
Cc1cccn2c(=O)c(C=C(C#N)C#N)c(N3CCN(C)CC3)nc12	-4	-9%	-17	-5%	-8%	4%	-7%	3%	?

Reformatted: entries from further up.
Order of values: LDHA inh, Vif-APOBEC3F blk, PI4K2A block, Glioma ERSR ind, TrxR1 substrate, Vif-APOBEC3G blk, USP1 inh, IDH1 R132H inh, RXFP1 agonist
> CCOc1cccc(C(=O)Nc2ccc3ccccc3c2)c1
→ -2, 6%, -1, -6%, -1%, 1%, -24%, -5%, 0.2%
> CCOc1ccc(OCCCCOc2ccccc2C(C)=O)cc1
→ -4, -2%, -2, -7%, -4%, -2%, -28%, 8%, 4.3%
> CC(=O)c1cnc2cc(-c3cccc(Br)c3)nn2c1C
→ -10, 16%, 2, 0%, 14%, -10%, -22%, 17%, ?

An excerpt, so the mix of outcomes need not match the whole.
